Screening data deposited in PubChem BioAssay by several laboratories.
NCF1 inh: blocks human p47phox regulatory protein of NADPH oxidases; P14598; p47phox/p22phox peptide binding, fluorescence polarization, 2 h; inhibition, % at 24.7 µM; hit rate 0.53% among 220,000; AID 1274;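 active = inhibition above about 30%, limit read from the data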;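 note: 0% = p47phox with labelled peptide and 100% = labelled peptide alone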
Target sequence (P14598 whole entry, looked up): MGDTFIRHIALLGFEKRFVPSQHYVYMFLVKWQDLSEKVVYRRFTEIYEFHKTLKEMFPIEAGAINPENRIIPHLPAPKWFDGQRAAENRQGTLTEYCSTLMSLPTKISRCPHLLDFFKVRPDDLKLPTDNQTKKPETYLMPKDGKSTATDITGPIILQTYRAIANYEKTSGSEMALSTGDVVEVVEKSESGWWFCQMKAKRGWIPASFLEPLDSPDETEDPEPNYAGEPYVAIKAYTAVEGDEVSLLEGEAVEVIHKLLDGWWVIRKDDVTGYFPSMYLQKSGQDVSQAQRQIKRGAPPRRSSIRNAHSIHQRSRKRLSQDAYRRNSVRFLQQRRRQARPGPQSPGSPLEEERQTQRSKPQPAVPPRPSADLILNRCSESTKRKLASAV
p97 inhibitor: blocks human p97 ATPase activity. recombinant p97 ATPase, Kinase-Glo ATP luminescence, 3 h. inhibition, % at 8 µM. P55072. hit rate 0.42% among 220,000; in the data active = inhibition above about 15%;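 note: 0% = DMSO vehicle and 100% = wells lacking enzyme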
RBBP9 inhibitor: human RBBP9 hydrolase inhibition; O75884; recombinant RBBP9, FP-Rh probe fluorescence polarization; inhibition, % at 7.94 µM; hit rate 0.2% among 220,000;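 active = inhibition above the campaign mean of all tested compounds plus 3 SD, cut at about 14% in these data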;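 note: plate controls were DMSO wells with RBBP9 for no effect and wells lacking RBBP9 protein for full effect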
Target sequence (O75884 whole entry, looked up): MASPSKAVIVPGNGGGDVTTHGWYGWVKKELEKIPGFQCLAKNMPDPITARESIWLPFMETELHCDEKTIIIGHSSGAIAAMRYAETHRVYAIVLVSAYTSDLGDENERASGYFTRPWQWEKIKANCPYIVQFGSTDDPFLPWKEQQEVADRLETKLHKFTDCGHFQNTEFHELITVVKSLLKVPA
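Material: RBBP9 protein. Amount: RBBP9 at 2.5 µM in dispensed solution, before mixing. Schedule: 30 min then 45 min, 25 °C. Medium: Tris buffer pH 8.0, NaCl, Pluronic. Measured by: fluorescence polarization. Measure: percent inhibition from mP, scaled between DMSO and no-protein wells. Replication: one well per compound.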
PPC-1+TRAIL kill: compounds killing PPC-1 cancer cells with TRAIL present (potentiator screen, no TRAIL-free arm); PPC-1 cells + TRAIL, ATPLite viability luminescence; cell killing (% activity), % at 4 µM; hit rate 0.41% among 220,000; AID 1443;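 active = cell killing above 50% in the first pass at 4 µM, then a duplicate retest at 5 µM averaging 50% or more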;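 note: plate controls were cells with TRAIL plus DMSO for no effect and medium-only wells lacking cells for full effect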
BaF3 parental: reduces parental Ba/F3 cell viability, JAK2V617F counter-screen. CellTiter-Glo ATP luminescence. inhibition, % at 5.6 µM. hit rate 1.1% among 220,000. AID 1486;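 active = inhibition above a per-campaign cutoff, the mean inhibition of all tested compounds plus 3 SD, cut at about 27% in these data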;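 note: 0% = DMSO wells and 100% = JAK Inhibitor I control wells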
Ba/F3 V617F tox: loss of viability in JAK2V617F-driven Ba/F3 cells. Ba/F3 EpoR-JAK2V617F viability, ATP luminescence. inhibition, % at 5.6 µM. hit rate 1.1% among 220,000. AID 1446;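 active = inhibition above the campaign mean plus 3 SD over all tested compounds, cut at about 24% in these data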;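 note: cytokine-independent growth of Ba/F3 cells driven by EpoR plus mutant JAK2; 0% = DMSO-treated cells and 100% = JAK inhibitor I control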
Furin inh: inhibitors of human furin. P09958. purified furin, fluorogenic substrate cleavage. inhibition, % at 30 µM. hit rate 0.061% among 220,000. AID 463115; in the data active = inhibition above about 25%; note: inactives centre near -15
PGE2 EP2 inh: blocks the human prostaglandin E2 receptor EP2; C6 glioma cells expressing human EP2, cAMP TR-FRET; cells stimulated with saturating PGE2; inhibition, % at 25 µM; P43116; hit rate 0.52% among 260,000;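 active = percent inhibition above 40 after rounding to a whole number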;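 note: rat C6 glioma host cells with rolipram phosphodiesterase inhibitor present; the protocol text gives 20 µM as final concentration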
Target sequence (P43116 whole entry, looked up): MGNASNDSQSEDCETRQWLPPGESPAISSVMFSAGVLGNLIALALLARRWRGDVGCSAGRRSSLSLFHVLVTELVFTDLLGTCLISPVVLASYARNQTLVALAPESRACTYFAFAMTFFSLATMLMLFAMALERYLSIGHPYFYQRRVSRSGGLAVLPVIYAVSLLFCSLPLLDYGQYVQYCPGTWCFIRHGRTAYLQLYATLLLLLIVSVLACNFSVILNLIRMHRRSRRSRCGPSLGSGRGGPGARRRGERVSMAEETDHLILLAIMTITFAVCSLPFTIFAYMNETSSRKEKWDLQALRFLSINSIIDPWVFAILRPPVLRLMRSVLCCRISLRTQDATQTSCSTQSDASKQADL
TbHK1 inh: T. brucei hexokinase 1 inhibition | hit rate 0.11% among 220,000 | recombinant TbHK1, G6PDH-coupled NADH A340 | inhibition, % at 10 µM;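 active = inhibition of 50% or more in the single-dose primary screen; inactive = inhibition below 50%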
The depositor's hits bear a star; . = not tested or not shown; & = joins results of further samples; [ ] = dose if it differs, or a comment. Some of the compounds tested; rates above refer to the full screens.

SMILES	NCF1 inh	p97 inhibitor	RBBP9 inhibitor	PPC-1+TRAIL kill	BaF3 parental	Ba/F3 V617F tox	Furin inh	PGE2 EP2 inh	TbHK1 inh
COc1ccc(N2C(=O)CSC2c2ccc3c(c2)OCO3)cc1 (stereo unspecified)	-4	2	-6	5	3	0	-21	7	4
O=C(Nc1ccc(C(=O)N2CCOCC2)cc1)Nc1cccc2ccccc12	-11	2	1	14	-3	-2	-7	9	-6
CC(=O)Nc1cccc(NC(=O)CSc2nn3c(=O)c(C)nnc3s2)c1	-9	.	.	6	.	.	-30	9	-20
CCSc1ccc(C(=O)Nc2cccc(C)n2)cc1[N+](=O)[O-]	1	7	5	22	4	0	-22	4	-12
Cc1cc2c(cc1C)N(CC(=O)N1CCCC1)C(=O)CC(c1ccccc1)=N2	-17	1	-3	-4	8	-2	-14[20 µM]	20	-19
Cc1ncc([N+](=O)[O-])n1Cc1ccc(Br)cc1	3	1	0	7	5	-1	-25	7	-14
CC(C)NC(=O)c1ccc(S(=O)(=O)N(C)C)cc1	7	-3	-9	13	1	4	-15	3	3
CC(Oc1ccccc1)C(=O)Nc1ccc(C(N)=O)cc1 (stereo unspecified)	-7	0	-1	-10	0	-2	-10[20 µM]	8	-2
Cc1cc(NS(=O)(=O)c2ccc(NC(=O)CCCOc3ccc(Cl)cc3)cc2)no1	-18	-1	3	0	5	4	-4	10&3	2
CC1=CCC2C(=O)N(c3ccc4ccccc4n3)C(=O)C2C1 (stereo unspecified)	-6	-3	-4	-17	3	-4	-22[20 µM]	7	1
COC(=O)CSc1cc(SCC(=O)OC)c(C#N)c(SCC(=O)OC)c1	-8	-4	-4	17	0	-1	-22	55*	-8
O=C(O)COCc1nc2ccccc2[nH]1	-1	2	-4	3	1	-4	-22	6&10	-3
CCOC(=O)C1CCN(S(=O)(=O)c2cc(Cl)c(C)cc2OC)CC1	-8	-7	-1	5	2	-1	-16[20 µM]	22	4
CCOC(=O)C(Cc1ccc(NC(=O)/C(=C/c2ccc(OC(C)=O)cc2)NC(C)=O)cc1)N1C(=O)c2ccccc2C1=O (stereo unspecified)	-8	4	-6	17	6	-1	-5	2	-12
Cc1ccsc1/C=N/NC(=O)c1ccc2nc[nH]c2c1	0	11	5	28	6	-2	-5	3	-44
CCCN1C(=O)/C(=C/c2ccco2)SC1=Nc1ccc(OC)cc1	-15	1	-5	-11	4	1	-1[20 µM]	14	6
CCOc1ccc(CC(=O)OCN2C(=O)c3ccccc3C2=O)cc1	-8	2	-10	6	1	-1	-7[20 µM]	11	4
CC(=O)Nc1c(Br)cc(N2C(=O)CCC2=O)cc1Br	-27	-1	-2	15	1	-5	22[20 µM]	13	5
CSc1ccc(/C=N/NC(=O)CNc2ccc3ccccc3c2)cc1	0	-2	6	24	3	3	-11	10	-19
NC(=O)CS(=O)(=O)c1nc2ccccc2n1CC(=O)N1CCCCC1	1	2	-4	22	2	-3	-21[20 µM]	2	2
COc1cccc(C(=O)Nc2nc(-c3ccc(S(=O)(=O)N4CCOCC4)cc3)cs2)c1	-31	-6	-16	24	10	6	-6[20 µM]	8	-11
Cc1ccc(Oc2nsnc2N2CCOCC2)cc1	-6	3	-1	14	3	-5	6	5&7	-7
CCc1ccc2n(-c3ccc(OC)cc3)c([S-])c(C(=O)Nc3cc(C)cc(C)c3)[n+]2c1	-44	2	-2	-6	12	-5	-9	27	-22
CCOCC(=O)Nc1nnc(Cc2ccc(OC)c(OC)c2)s1	-13	-9	-9	5	3	2	-17	5	2
CCOC(=O)C1(Cc2ccccc2C(F)(F)F)CCN(Cc2ccc(COC)o2)CC1	.	-2	-1	18	0	-1	-31	1	-12

Some of the entries so far, with each value named:
structure: CC(=O)Nc1cccc(NC(=O)CSc2nn3c(=O)c(C)nnc3s2)c1
  NCF1 inh: -9 | p97 inhibitor: . | RBBP9 inhibitor: . | PPC-1+TRAIL kill: 6 | BaF3 parental: . | Ba/F3 V617F tox: . | Furin inh: -30 | PGE2 EP2 inh: 9 | TbHK1 inh: -20

structure: CCSc1ccc(C(=O)Nc2cccc(C)n2)cc1[N+](=O)[O-]
  NCF1 inh: 1 | p97 inhibitor: 7 | RBBP9 inhibitor: 5 | PPC-1+TRAIL kill: 22 | BaF3 parental: 4 | Ba/F3 V617F tox: 0 | Furin inh: -22 | PGE2 EP2 inh: 4 | TbHK1 inh: -12

Next part:
SMILES	NCF1 inh	p97 inhibitor	RBBP9 inhibitor	PPC-1+TRAIL kill	BaF3 parental	Ba/F3 V617F tox	Furin inh	PGE2 EP2 inh	TbHK1 inh
CCOC(=O)c1ccc(NC(=O)c2nc[nH]c2C(=O)NCCCCCNC(=O)OC(C)(C)C)cc1	-11	.	.	12	.	.	-26	18	-13
O=C(CSc1nc2c(c(=O)n1-c1ccccc1)SCC2)NCC1CCCO1 (stereo unspecified)	-6	0	-7	23	-1	0	-15	-1	-39
CCCCOC(=O)Nc1ccc(S(=O)(=O)Nc2ncccn2)cc1	-6	3	-6	-1	6	2	-25	10	-6
CCOc1ncccc1C(=O)OCC(=O)c1cc(OC)ccc1OC	-8	0	-3	6	6	0	-18	7	-6
CC1=C(C(=O)OCc2ccccc2)C(c2cccc([N+](=O)[O-])c2)NC(=O)N1CCCCCC(=O)O (stereo unspecified)	-8	3	-10	19	2	0	-8	9	5
CC(=O)N1CCN(c2ccc(NC(=S)NC(=O)/C=C/c3ccccc3)cc2)CC1	9	8	-2	5	0	-5	-11	5	-2
CC(=O)Nc1nc(C)nc(C)c1C(C)=O	1	-1	-3	25	1	1	-25	9	-8
CC(C)c1ccc(/C=N/N2CCN(c3ccccn3)CC2)cc1	3	-6	-5	-6	-3	-5	-17	5	-9
CCCCc1c(O)nc(SCC(=O)O)[nH]c1=O	5	5	1	5	8	-1	-17	8	-2
CCN(CC)C(=S)Oc1ccc(Cl)cc1Cl	-16	4	-6	-3	-1	-3	-17	10	3
COc1ccc(OC)c(NC(=O)C2CCN(c3ncccn3)CC2)c1	-5	3	4	20	5	-1	-29	2	-13
O=S(=O)(/N=C(/Nc1ccc(Cl)c(S(=O)(=O)Nc2ccccc2Cl)c1)c1ccc(F)cc1)c1ccccc1	-16	1	-15	22	6	1	-9	6	0
O=C(c1cc(-c2ccc(F)cc2)on1)N1CCCC1	-7	-5	-4	32	10	2	0	.	4
O=C(Nc1nnc(SCc2ccccc2)s1)c1cccs1	5	-6	-8	4	6	1	-16[20 µM]	13	-16
Cc1nnsc1NC(=O)OCc1ccccc1Cl	-9	-1	-4	-7	9	1	-16	12	-5
COc1ccc(OCC(O)CN2CCCCC2)cc1 (stereo unspecified)	-6	-3	6	18	12	0	-31	12	-9
CC(C)(C)N1CC(COc2ccccc2)OC1=O (stereo unspecified)	-15	0	4	-2	2	-3	6[20 µM]	5	-6
CCOc1ccccc1-n1c(COc2ccc(C)cc2)nnc1SCC(N)=O	-9	-10	-5	-7	6	3	-14	11	2
CC1=CC(C)(C)[N+](C)(C)c2ccccc21	0	4	-6	-2	12	7	-19	6	-5
O=C(CSc1nnc(-c2cccnc2)n1-c1ccccc1)Nc1ccccn1	-1	3	-5	17	3	1	-19	12	3
O=C(NCCOc1ccccc1)C(=O)NCC1CCCO1 (stereo unspecified)	-3	-5	-10	21	4	1	-20	4	0
Cc1cc(C)nc(N(C#N)CN2C(=O)c3ccccc3C2=O)n1	-22	1	-4	21	0	-4	-11	2	-6
CCOC(=O)C(O)(CC(=O)Nc1ccc(Cl)cc1Cl)C(F)(F)F (stereo unspecified)	2	2	3	4	2	2	-12[20 µM]	7	0
COc1ccc(CNC(=O)COc2ccc(C)nc2[N+](=O)[O-])cc1	-3	-1	-5	39	3	2	-18	3	-4
CCN(CC)CCn1c2ccc(F)cc2c2nc(C)sc21	-10	-2	-9	7	5	-1	-22[20 µM]	12	6
Next records:
SMILES	NCF1 inh	p97 inhibitor	RBBP9 inhibitor	PPC-1+TRAIL kill	BaF3 parental	Ba/F3 V617F tox	Furin inh	PGE2 EP2 inh	TbHK1 inh
COc1ccc(C(=O)NCCn2cc(SCC(=O)Nc3nnc(C)s3)c3ccccc32)cc1	-11	-1	0	.	0	-2	-15[20 µM]	5	-4
COc1ccc(C2Nc3ccccc3C(=O)N2c2ccc(C)cc2)cc1Cn1cc([N+](=O)[O-])cn1 (stereo unspecified)	-19	1	-9	2	7	2	-15[20 µM]	9	-1
COc1ccc2oc(-c3cccc(NC(=O)CSc4ccc(Cl)cc4)c3)nc2c1	152*	2	7	-7	5	-2	-32	7	-10
CC(Oc1ccccc1Cl)C(=O)/C=C/N(C)C (stereo unspecified)	-14	1	-3	-25	0	-1	-10[20 µM]	8	-13
CCCCNC(=O)COc1ccccc1[N+](=O)[O-]	-9	-3	-7	20	2	1	-16	9	-14
CSC1=N/C(=C\c2ccc3c(c2)OCO3)C(=O)S1	-9	3	-8	24	1	-3	-17[20 µM]	10	-4
COc1cc(C2NCC(c3ccc(Cl)cc3Cl)c3c2[nH]c2ccccc32)cc(OC)c1OC (stereo unspecified)	-20	0	-13	5	7	-2	-10	3	-8
CC(C)CCNC(=O)Cn1c(NCCC(C)C)nc2c1c(=O)n(C)c(=O)n2C	.	-3	-4	.	2	-2	-12	11	-9
CCc1nnc(NC(=O)CSc2nnc(-c3c[nH]c4ccccc34)n2CC)s1	-7	5	-5	-18	4	0	-13	9	20
COc1cc2c(C(=O)Nc3ccc4c(c3)OCO4)cn(CC(C)C)c(=O)c2cc1OC	-66	-2	-7	19	4	-1	-9[20 µM]	.	-28
CC(=O)NC(CC(C)C)C(=O)NC(=O)NCc1ccccc1 (stereo unspecified)	-8	5	3	5	-2	-6	-21	6	5
C=CCN(C(=O)Nc1ccc2oc(C)nc2c1)c1ccccc1	-8	-5	6	-3	9	8	1[20 µM]	14	2
O=C(c1ccncc1)N1CCN(c2ccc3ccccc3n2)CC1	-6	-1	0	0	5	3	-11	12	-17
Cc1c(S(=O)(=O)N2CCOCC2)c(=O)n(C)c(=O)n1C	-2	0	-6	1	7	-2	-8	7	5
COc1cc(OC)cc(C(=O)N[C@H](C(=O)OCC(=O)NC(=O)c2cccn2C)C(C)C)c1	-7	1	0	27	3	0	-29	3	1
COc1cccc(CNC(=O)C2CCN(S(=O)(=O)c3ccc4c(c3)CCC(=O)N4)CC2)c1	-7	7	-5	22	4	-2	-24	16	0
CCCC1=NN(C(=O)CCc2ccccc2O)C(O)(C(F)(F)F)C1 (stereo unspecified)	-9	-7	-7	5	7	2	-3	13&7	6
Cc1ccc(NC(=O)CSc2nnc(C3CCCCC3)n2N)cc1F	7	1	-10	15	2	-3	-21	4	-1
C/C(=N\NC(=S)NC1CCCCC1)c1ccc(OC(F)F)cc1OC(F)F	-4	-5	3	-12	8	4	-12	20	11
O=C(O)c1cc(N/N=C/C=C/c2ccccc2[N+](=O)[O-])ccc1Cl	-7	12	2	5	3	-5	13	9	-48
N#CC1=C(N)N(c2ccccc2)C(c2ccco2)C1(C#N)C#N (stereo unspecified)	-1	1	-9	29	4	0	-22[20 µM]	1	-5
COc1ccc(/C=C/C(=O)NC(=S)Nc2ccc(S(=O)(=O)Nc3cc(OC)ncn3)cc2)cc1	-15	1	2	6	11	5	-12	64*	-13
Cc1cccc(-n2c(C)cc(/C=N/O)c2C)c1	-26	2	-5	17	7	0	0	10	29
COC(=O)c1ccccc1NC(=O)COc1ccc(S(=O)(=O)N2CCCC2)cc1C	-15	1	3	38	-2	-5	-16[20 µM]	-2	6
O=C([C@H](Cc1ccc(O)cc1)n1cc(CCO)nn1)N1CCNCC1	3	6	-1	10	-3	0	-24	10	-9
CC(C)OC(=O)CSc1nc2c(cc1C#N)CCCCC2	-2	-2	-9	-11	3	2	-11	14	6
